Compound activity from PubChem.
D2 antagonist: antagonizes the human D2 dopamine receptor. HEK293 TREx D2 cells, calcium flux, dopamine EC80. P14416. AID 485344. inhibition, % at 10 µM. 340,000 tested, 2% active; in the data active means inhibition above about 30%; further: 0% is about no effect
Target sequence (P14416 whole entry, looked up): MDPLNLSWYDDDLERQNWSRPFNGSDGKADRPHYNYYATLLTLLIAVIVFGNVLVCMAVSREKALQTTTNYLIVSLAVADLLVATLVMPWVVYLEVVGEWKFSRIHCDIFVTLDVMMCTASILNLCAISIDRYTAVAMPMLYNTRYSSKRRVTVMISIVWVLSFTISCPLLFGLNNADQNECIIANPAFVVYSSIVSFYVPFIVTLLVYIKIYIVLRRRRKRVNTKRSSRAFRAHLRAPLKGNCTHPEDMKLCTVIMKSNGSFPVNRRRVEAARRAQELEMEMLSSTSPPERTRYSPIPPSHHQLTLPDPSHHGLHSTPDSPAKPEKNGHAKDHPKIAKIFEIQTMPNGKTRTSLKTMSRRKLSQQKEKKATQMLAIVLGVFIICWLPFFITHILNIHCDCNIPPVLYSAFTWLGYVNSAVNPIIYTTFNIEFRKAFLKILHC
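Read-out: kinetic calcium fluorescence (1 cycle/s) in inducible HEK293 T-REx D2 cells after an EC80 dopamine addition that followed 180 s compound preincubation. Loss of the dopamine response indicates antagonism.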
TRHR agonist: TRH receptor (human) agonism; P34981; TRHR cells, calcium flux fluo-8, FDSS agonist mode; activation, % at 2 µM; 360,000 tested, 0.18% active; in the data active means activation above about 30%; further: 0% is about no effect
Target sequence (P34981 whole entry, looked up): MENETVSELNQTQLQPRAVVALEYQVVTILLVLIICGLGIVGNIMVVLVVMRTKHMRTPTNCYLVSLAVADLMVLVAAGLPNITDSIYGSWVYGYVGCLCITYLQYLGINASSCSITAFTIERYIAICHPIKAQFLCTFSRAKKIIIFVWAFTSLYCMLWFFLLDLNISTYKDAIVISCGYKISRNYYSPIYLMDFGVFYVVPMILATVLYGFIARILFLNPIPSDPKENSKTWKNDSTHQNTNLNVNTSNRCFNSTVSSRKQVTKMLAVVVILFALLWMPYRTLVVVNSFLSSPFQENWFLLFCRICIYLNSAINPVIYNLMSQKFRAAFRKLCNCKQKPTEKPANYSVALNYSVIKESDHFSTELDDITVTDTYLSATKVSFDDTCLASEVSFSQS
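Agonist-mode FDSS calcium read (Ex 480/Em 530, 1 s cycles) in 1536-well TRHR cells with fluo-8 dye, after 10-cycle baseline and 23 nL compound addition; TRH at EC20 (10 nM final) added afterwards for the enhancer phase.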
USP1-UAF1 inh: blocks the human USP1/UAF1 deubiquitinase complex; O94782; recombinant USP1/UAF1, Ub-Rhodamine cleavage fluorescence; Potency, µM (highest dose often 57.1 µM), for inactives: at the top dose activity change, negative = inhibition, usual class: inhibitors; 390,000 tested, 0.23% active; AID 743255; further: potency means the concentration at half of the fitted maximal effect; on the % scale 0 is the no-effect control and ±100 the full control effect; nearly all actives have a fitted effect of over 60% in size; inactives centre near -12
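Step one: compound is pinned into 1nM USP1/UAF1 in HEPES pH 7.8 buffer with TCEP. Step two: 15 min room-temperature incubation. Step three: Ub-Rho (150nM final) starts cleavage, tracked by fluorescence over six one-minute reads.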
D2 agonist: activates the human D2 dopamine receptor; P14416; HEK293 T-REx D2 cells, calcium flux agonist mode; activation, % at 2 µM; 340,000 tested, 0.53% active; AID 485358;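 active means activation over 3 SD above normal in the single-dose calcium agonist read, cut at about 30% in these data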; further: 0% is about no effect
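Agonism scored from kinetic calcium signal (1 read/sec, 180 s) following compound pin transfer, after a 10 s baseline. Cells: HEK293 Trex line expressing inducible D2 receptor coupled to calcium, dye-loaded after overnight culture at 30 C.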
PI4K2A inh: PI4K2A (human) kinase inhibition. Q9BTU6. purified PI4K2A, ADP-Glo luminescence, 1 h; active compounds read low. activity change, negative = inhibition, % at 76.9 µM. 420,000 tested, 0.13% active. AID 1346378; in the data active means activity change below about -50%; inconclusive means mostly about -30% to -49%;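 further: -100% = wells without enzyme as full effect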
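ADP-Glo luminescence measured ADP generated by PI4K2A enzyme (4 ug/mL before mixing) with 1.2 mM PI substrate (pre-mix) and 300 microM ATP (pre-mix). Tris pH7.5 buffer with MgCl2, Triton X-100; 1 h reaction at ambient temperature.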
TrxR1 substrate: substrates of rat thioredoxin reductase 1 | O89049 | purified TrxR1 substrate turnover, NADPH consumption readout | Potency, µM (highest dose often 114 µM), for inactives: top-dose activity change, negative = substrate turnover | 390,000 tested, 0.01% active; further: potency means the concentration at half of the fitted maximal effect; on the % scale 0 is the no-effect control and ±100 the full control effect; nearly all actives have a fitted effect of over 50% in size
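Rat TrxR1, dispensed at 90 nM, was prereduced with 400 uM NADPH (final) for 5 min at ~22 deg C, then incubated with compound 15 min before 400 uM selenite. A first-read NADPH fluorescence drop versus no-compound background flagged substrates.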
TrxR1 inh: rat TrxR1 inhibition | O89049 | recombinant rTrxR1, NADPH fluorescence consumption, selenite substrate | Potency, µM (titrated, usually from 114 µM), without a hit: top-dose activity change, negative = inhibition, actives largely listed as inhibitors | 390,000 tested, 1% active | AID 588453; further: potency means the concentration at half of the fitted maximal effect; on the % scale 0 is the no-effect control and ±100 the full control effect; nearly all actives have a fitted effect of over 65% in size
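Rat TrxR1 (90 nM in the dispensed reagent) was pre-reduced with 400 uM NADPH for 5 min at room temperature, then incubated with compound for 15 min. After 400 uM selenite was added, NADPH fluorescence (Ex 340/Em 450 nm) was followed for 8 min.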
IDH1 R132H inh: blocks human mutant IDH1 R132H enzyme. 390,000 tested, 0.093% active. Potency, µM (highest dose often 76.6 µM), for inactives: top-dose activity change, negative = inhibition, most hits filed as inhibitors. IDH1-R132H enzyme, NADPH consumption, diaphorase/resazurin fluorescence; further: potency means the concentration at half of the fitted maximal effect; on the % scale 0 is the no-effect control and ±100 the full control effect; nearly all actives have a fitted effect of over 65% in size
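IDH1-R132H (0.5 ug/mL dispensed) in pH 7.5 Tris buffer was preincubated 30 min with compound, then given a substrate mix of 0.016 mM NADPH and 2 mM alpha-KG for 80 min at room temperature; remaining NADPH was read by diaphorase/resazurin fluorescence.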
TRHR enhancer: allosteric enhancers of human TRH receptor | TRHR cells, fluo-8 calcium fluorescence, EC20 TRH enhancement | enhancement, % at 2 µM | 360,000 tested, 0.66% active; in the data active means enhancement above about 30%; further: 0% is about no effect
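TRHR-expressing cells loaded with fluo-8 calcium dye were read kinetically (ex 480/em 530) during compound addition, then stimulated with an EC20 of TRH (10 nM final). Enhancement of the Gq-mediated intracellular calcium response was scored.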
Starred values were filed as active, the others as inactive; [ ] = remark or other dose. Unless noted, the call rests on the fitted dose curve; in most records, active means well fitted inhibition curve with a large enough effect; inconclusive means small, poorly fitted or top-dose-only effect; inactive means no such curve, though single readings can be large or run the other way.

`CC1(C)NC(=O)N(CC(=O)Nc2cc(C(F)(F)F)cc(C(F)(F)F)c2)C1=O` gave D2 antagonist 21, TRHR agonist 0.4, USP1-UAF1 inh -31%, D2 agonist 0.2, PI4K2A inh 0, TrxR1 substrate -7%, TrxR1 inh 6%, IDH1 R132H inh 0% and TRHR enhancer 12.
C=CC[C@]12CC=CC(=O)[C@@]1(O)O[C@H](c1ccc(OC)c(OC)c1)[C@H]2C was read as USP1-UAF1 inh -21%, PI4K2A inh -7, TrxR1 substrate 8%, TrxR1 inh -8% and IDH1 R132H inh 11%.
O=C(c1cc(-c2ccco2)nc2ccccc12)N1CCCC(C(F)(F)F)C1 (configuration not stated) was read as D2 antagonist -16, TRHR agonist 0.2, USP1-UAF1 inh -4%, D2 agonist 0.6, PI4K2A inh -13, TrxR1 substrate 279%[activator], TrxR1 inh inconclusive, IDH1 R132H inh -3% and TRHR enhancer -2.
`O=C(CN1C(=O)c2ccccc2S1(=O)=O)Nc1ccc(S(=O)(=O)N2CCCCCC2)cc1` gave D2 antagonist -5, TRHR agonist 0.1, USP1-UAF1 inh -12%, D2 agonist -1.1, PI4K2A inh 1, TrxR1 substrate 4%[57.1 µM], TrxR1 inh 15%[57.1 µM], IDH1 R132H inh -3% and TRHR enhancer 1.
For O=C(COc1ccccc1-c1ccccc1)c1ccccc1 the results were D2 antagonist -2, TRHR agonist 0.2, USP1-UAF1 inh -17%, D2 agonist -0.6, PI4K2A inh 1, TrxR1 substrate -4%, TrxR1 inh -8%, IDH1 R132H inh 7% and TRHR enhancer 0.
For CCOC(=O)n1c(=O)n(Cc2ccc(Cl)c(Cl)c2)c2ccccc21 the results were D2 antagonist 15, TRHR agonist 1.3, USP1-UAF1 inh -27%, D2 agonist 1.4, PI4K2A inh -6, TrxR1 substrate -11%[57.1 µM], TrxR1 inh 9%[57.1 µM], IDH1 R132H inh 6% and TRHR enhancer -16.
For O=C(c1ccc(F)cc1)N1CCCC(C(=O)N2CCN(c3ccccc3)CC2)C1 (configuration not stated) the results were D2 antagonist -3, TRHR agonist 0.0, USP1-UAF1 inh 2%, D2 agonist -0.2, PI4K2A inh 5, TrxR1 substrate 0%[57.1 µM], TrxR1 inh 0%[57.1 µM], IDH1 R132H inh 2% and TRHR enhancer 3.
CC1Cc2ccccc2N1CC(=O)N(C)c1c(N)n(Cc2ccccc2)c(=O)[nH]c1=O (configuration not stated) was read as D2 antagonist -4, TRHR agonist 1.5, USP1-UAF1 inh -6%, D2 agonist 0.4, PI4K2A inh -3, TrxR1 substrate -4%, TrxR1 inh -18%, IDH1 R132H inh -6% and TRHR enhancer -2.
For CCCCC(CC)CNC(=O)c1cccs1 (configuration not stated) the results were D2 antagonist 5, TRHR agonist 0.1, USP1-UAF1 inh 8%, D2 agonist 0.5, PI4K2A inh -3, TrxR1 substrate 3%, TrxR1 inh 19%, IDH1 R132H inh 4% and TRHR enhancer 2.
Fc1ccccc1N1CCN(c2ncc3c(n2)CCN(Cc2cc(Br)cs2)C3)CC1 was read as TRHR agonist 0.7, USP1-UAF1 inh -2%, D2 agonist 2.0, PI4K2A inh 3, TrxR1 substrate 4%[57.1 µM], TrxR1 inh 23%[57.1 µM], IDH1 R132H inh -9% and TRHR enhancer 3.
For CCOc1ccc(OCCOC(=O)CN2C(=O)NC3(CCCC3)C2=O)cc1 the results were D2 antagonist 4, TRHR agonist -0.5, USP1-UAF1 inh -6%, D2 agonist 0.2, PI4K2A inh 1, TrxR1 substrate -8%, TrxR1 inh 0%, IDH1 R132H inh 0% and TRHR enhancer 4.
Screening COc1ccc(N2C(=O)C(C)C(Cc3ccc(C)cc3)C2=O)cc1 (configuration not stated) returned D2 antagonist 10, TRHR agonist -0.1, USP1-UAF1 inh -9%, D2 agonist 1.2, PI4K2A inh 2, TrxR1 substrate 3%[57.1 µM], TrxR1 inh 11%[57.1 µM], IDH1 R132H inh 7% and TRHR enhancer 4.
Screening CCOC(=O)C1CCC(CN(Cc2ccc(Cl)cc2)S(=O)(=O)c2ccc(Br)cc2)CC1 (configuration not stated) returned TRHR agonist 0.7, USP1-UAF1 inh -13%, D2 agonist -0.4, PI4K2A inh 0, TrxR1 substrate 1%[57.1 µM], TrxR1 inh 27%[57.1 µM], IDH1 R132H inh -6% and TRHR enhancer -3.
For Cc1ccc(NC(=O)c2cc(Cl)nc3ccccc23)cc1 the results were D2 antagonist -8, TRHR agonist -0.3, USP1-UAF1 inh -7%, D2 agonist 0.6, PI4K2A inh 4, TrxR1 substrate -12%, TrxR1 inh -20%, IDH1 R132H inh 5% and TRHR enhancer -1.
For CCN(CC)c1ccc(/C=N/NC(=O)c2ccc3c(c2)OCCO3)cc1 the results were D2 antagonist -6, TRHR agonist 0.2, USP1-UAF1 inh -14%, D2 agonist -0.6, PI4K2A inh -9, TrxR1 substrate 16%, TrxR1 inh 34%, IDH1 R132H inh 0% and TRHR enhancer 2.
`Cc1cccc(Cn2cnc3c(NS(C)(=O)=O)c(C)c(C)cc32)c1` gave D2 antagonist -7, TRHR agonist 0.8, USP1-UAF1 inh 0%, D2 agonist 0.3, PI4K2A inh 4, TrxR1 substrate -1%[57.1 µM], TrxR1 inh -4%[57.1 µM], IDH1 R132H inh -6% and TRHR enhancer 0.
COc1ccc(C(=O)Nc2ccc3c(c2)nc(CCNC(=O)c2ccco2)n3C)cc1 was read as D2 antagonist 8, TRHR agonist -0.2, USP1-UAF1 inh -17%, D2 agonist -0.6, PI4K2A inh -2, TrxR1 substrate 4%, TrxR1 inh 16%, IDH1 R132H inh -3% and TRHR enhancer -4.
`Cc1cccc(C)c1NC(=O)CN1CCN(C(=O)c2ccc(OCc3cn4ccccc4n3)cc2)CC1` gave USP1-UAF1 inh -19%, PI4K2A inh -1, TrxR1 substrate 18%[57.1 µM], TrxR1 inh -3%[2.29 µM] and IDH1 R132H inh -7%.
O=C(O)c1cc(-c2c[nH]c3ccccc23)nc2ccc3ccccc3c12 was read as D2 antagonist 14, TRHR agonist -0.3, USP1-UAF1 inh -5%, D2 agonist -6.6, PI4K2A inh 0, TrxR1 substrate 65%[activator][57.1 µM], TrxR1 inh -14%[57.1 µM], IDH1 R132H inh 1% and TRHR enhancer 2.
`CC(=O)C1=C(C)NC(=O)NC1/C=C/c1ccccc1` (configuration not stated) gave D2 antagonist -9, TRHR agonist 0.2, USP1-UAF1 inh 1%, D2 agonist 0.1, PI4K2A inh 5, TrxR1 substrate 0%, TrxR1 inh 13%, IDH1 R132H inh -9% and TRHR enhancer -1.

Next part, overlapping the part above by 2 compounds.
O=C(O)c1cc(-c2c[nH]c3ccccc23)nc2ccc3ccccc3c12 was read as D2 antagonist 14, TRHR agonist -0.3, USP1-UAF1 inh -5%, D2 agonist -6.6, PI4K2A inh 0, TrxR1 substrate 65%[activator][57.1 µM], TrxR1 inh -14%[57.1 µM], IDH1 R132H inh 1% and TRHR enhancer 2.
`CC(=O)C1=C(C)NC(=O)NC1/C=C/c1ccccc1` (configuration not stated) gave D2 antagonist -9, TRHR agonist 0.2, USP1-UAF1 inh 1%, D2 agonist 0.1, PI4K2A inh 5, TrxR1 substrate 0%, TrxR1 inh 13%, IDH1 R132H inh -9% and TRHR enhancer -1.
`C=CCN1C(=O)/C(=C2/Sc3ccc(OC)cc3N2CC)SC1=S` gave TRHR agonist 1.4, USP1-UAF1 inh -8%, PI4K2A inh 0, TrxR1 substrate -1%, TrxR1 inh 36%, IDH1 R132H inh -3% and TRHR enhancer 1.
For Cc1ccc2c(c1)NC(=O)C(CC(=O)N(C)Cc1ccccc1)O2 (configuration not stated) the results were D2 antagonist -10, TRHR agonist -0.1, USP1-UAF1 inh -20%, D2 agonist -0.3, PI4K2A inh 2, TrxR1 substrate -3%[57.1 µM], TrxR1 inh 0%[57.1 µM], IDH1 R132H inh 10% and TRHR enhancer -2.
`Cc1cccc(NC(=O)CSc2nnnn2C)n1` gave D2 antagonist -4, TRHR agonist 0.1, USP1-UAF1 inh -17%, D2 agonist 0.1, PI4K2A inh 3, TrxR1 substrate -1%, TrxR1 inh 3%, IDH1 R132H inh -1% and TRHR enhancer 11.
`CCOC(=O)C1C(=O)CC(C)(O)C(C(=O)OCC)C1c1ccccc1OC` (configuration not stated) gave D2 antagonist -1, TRHR agonist -0.2, USP1-UAF1 inh 9%, D2 agonist 1.7, PI4K2A inh 8, TrxR1 substrate 6%, TrxR1 inh 17%, IDH1 R132H inh 1% and TRHR enhancer 4.
`O=C(COc1ccc(Br)cc1Cl)NC(=O)NC1CCCC1` gave D2 antagonist 2, TRHR agonist 0.4, USP1-UAF1 inh -11%, D2 agonist 1.1, PI4K2A inh 3, TrxR1 substrate 0%, TrxR1 inh 21%, IDH1 R132H inh 6% and TRHR enhancer 9.
For C[C@H](O)[C@@H]1C(=O)N2CCc3ccc(N4CCN(C)CC4)cc3[C@@H]2C[C@@H]1N(C)C(=O)c1ccc(C#N)cc1 the results were USP1-UAF1 inh -25%, PI4K2A inh 0, TrxR1 substrate -2%, TrxR1 inh -9% and IDH1 R132H inh 0%[38.3 µM].
Screening Cc1ccccc1NC(=O)Nc1nnc(Cc2ccc([N+](=O)[O-])cc2)s1 returned D2 antagonist 2, TRHR agonist 0.6, USP1-UAF1 inh -11%, D2 agonist 1.5, PI4K2A inh 6, TrxR1 substrate -7%, TrxR1 inh 4%, IDH1 R132H inh 6% and TRHR enhancer 40*.
COC(=O)c1cn(CC(=O)Nc2ccccc2C)c2ccccc12 was read as D2 antagonist -3, TRHR agonist 0.4, USP1-UAF1 inh -13%, D2 agonist -0.1, PI4K2A inh 0, TrxR1 substrate -4%, TrxR1 inh 14%, IDH1 R132H inh -8% and TRHR enhancer -8.
